# Akt phos inh: inhibitors of Akt phosphorylation; Neuro2A IGF-stimulated pAkt S473 HTRF, 20 min; active compounds read low; activity change, % for hits at 50 µM; actives 0.32% (n = 360,000); AID 651550; in the data active = activity change below about -80%; inconclusive = mostly about -51% to -80%; also: % is scaled to controls: 0 for no effect and ±100 for the full control effect
#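 Neuro2A cells in DMEM with 0.5% FBS, overnight at 37 deg C, given compound at single 50 µM final, then IGF (6 nM final) for 20 min at 37 deg C. Lysed; phospho-Akt Ser473 by HTRF after 24 h, 665/615 ratio.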
# A549 viability: A549 cytotoxicity, counter-screen for Nrf2 inhibitors. actives 0.16% (n = 390,000). AID 504648. A549 ARE-Fluc cells, CellTiter-Fluor viability, 18-24 h. Potency, µM (top dose mostly 46 µM), without a hit: at the top dose activity change, negative = cytotoxicity, usual class: inhibitors; also: potency is read from the fitted curve at half-maximal effect; % is scaled to controls: 0 for no effect and ±100 for the full control effect
#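 A549 ARE-Fluc cells in 5% FBS OPTI-MEM, 5000 cells/well, rested 2 h then exposed to compounds in concentration-response for 18-24 h at 37 °C. Viability by CellTiter-Fluor fluorescence (Ex 405/Em 525) after 30 min; luciferase luminescence (BugLite, 15 min, RT) read afterwards.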
# EPAC2 agonist: activates human EPAC2 exchange factor. actives 0.079% (n = 360,000). Potency, µM (doses to about 154 µM), without a hit: at the highest dose activation, actives largely listed as activators. EPAC2 activation, biochemical qHTS; response scale: 100% = 6.5 mM cAMP response. Q8WZA2; also: potency is read from the fitted curve at half-maximal effect; nearly all actives have a fitted effect of over 50% in size
# Target sequence (Q8WZA2 whole entry, looked up): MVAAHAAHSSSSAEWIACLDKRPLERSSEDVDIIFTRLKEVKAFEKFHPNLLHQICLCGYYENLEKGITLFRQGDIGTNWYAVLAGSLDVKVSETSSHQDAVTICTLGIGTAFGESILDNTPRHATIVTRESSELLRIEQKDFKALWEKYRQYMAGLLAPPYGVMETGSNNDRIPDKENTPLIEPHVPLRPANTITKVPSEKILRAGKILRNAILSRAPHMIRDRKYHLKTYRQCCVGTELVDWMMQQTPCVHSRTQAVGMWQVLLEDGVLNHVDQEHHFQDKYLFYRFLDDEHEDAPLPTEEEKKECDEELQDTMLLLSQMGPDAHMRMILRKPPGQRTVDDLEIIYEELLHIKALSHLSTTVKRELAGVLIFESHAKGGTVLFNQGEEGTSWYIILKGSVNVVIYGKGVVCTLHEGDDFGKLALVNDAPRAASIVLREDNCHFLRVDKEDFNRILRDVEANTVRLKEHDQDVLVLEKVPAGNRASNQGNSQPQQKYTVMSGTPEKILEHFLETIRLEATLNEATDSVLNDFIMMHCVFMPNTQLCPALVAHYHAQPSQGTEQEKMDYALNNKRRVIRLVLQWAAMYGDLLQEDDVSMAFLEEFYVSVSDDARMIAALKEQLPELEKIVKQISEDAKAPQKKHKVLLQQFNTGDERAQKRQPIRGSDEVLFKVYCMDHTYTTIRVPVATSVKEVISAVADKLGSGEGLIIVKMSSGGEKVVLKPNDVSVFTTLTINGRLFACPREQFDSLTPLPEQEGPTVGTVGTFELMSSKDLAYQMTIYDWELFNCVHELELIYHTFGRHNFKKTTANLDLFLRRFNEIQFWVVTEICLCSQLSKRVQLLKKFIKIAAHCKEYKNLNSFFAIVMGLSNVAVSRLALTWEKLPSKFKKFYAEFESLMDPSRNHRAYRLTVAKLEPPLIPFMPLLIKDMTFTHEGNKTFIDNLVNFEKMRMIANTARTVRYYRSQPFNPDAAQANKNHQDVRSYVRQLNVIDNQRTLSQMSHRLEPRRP
#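 Compounds were added across a concentration range to EPAC2 (100 nM), RAP1B-BODIPY-GDP (250 nM) and GDP (50 uM). After 5 min at room temperature, fluorescence was recorded at 5-min intervals for 30 min.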
# EPAC2 antag: antagonists of human EPAC2. AID 720708. Q8WZA2. EPAC2 GEF exchange of Rap1B-BODIPY-GDP, fluorescence. actives 0.18% (n = 360,000). Potency, µM (doses to about 114 µM), inactives show top-dose activity, negative = inhibition, actives largely listed as inhibitors; also: potency is read from the fitted curve at half-maximal effect; % is scaled to controls: 0 for no effect and ±100 for the full control effect; nearly all actives have a fitted effect of over 45% in size; many of its hits are not listed in these tables
# CCT chaperon mod: cytosolic chaperonin activity modulation; purified chaperonin ATPase assay, HTRF ADP detection, 30 min; activity change, % (test concentration not listed), hits read low; actives 0.3% (n = 360,000); in the data active = activity change below about -30%; also: % is scaled to controls: 0 for no effect and ±100 for the full control effect
#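 Nucleotide hydrolysis assay: TRiC at 20–40 nM final (set by batch activity) with 10 uM ATP, 30 min at 37 °C, in presence of 76 uM compound. Detection by competitive ADP HTRF, 30 min ambient.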
# Nrf2 inh: inhibitors of Nrf2 signaling. A549 ARE-Fluc reporter, luciferase luminescence, 18-24 h. Potency, µM (doses to about 46 µM), without a hit: at the top dose activity change, negative = inhibition, hits mostly inhibitors. actives 2.1% (n = 360,000). AID 504444; also: potency is read from the fitted curve at half-maximal effect; % is scaled to controls: 0 for no effect and ±100 for the full control effect; nearly all actives have a fitted effect of over 60% in size
#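 Nrf2 function is reported as luminescence of an ARE-controlled luciferase in A549 cells. Compounds were tested at several concentrations, and a CellTiter-Fluor read on the same wells flagged cytotoxicity.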
# Mm-Cpn inhibitor: inhibitors of Methanococcus maripaludis chaperonin (MmCpn) | purified Mm-Cpn ATPase, ADP Transcreener TR-FRET | Potency, µM (highest dose often 76.9 µM), for inactives: at the highest dose activity, negative = inhibition, actives largely listed as inhibitors | actives 0.031% (n = 330,000); also: potency is read from the fitted curve at half-maximal effect; % is scaled to controls: 0 for no effect and ±100 for the full control effect; nearly all actives have a fitted effect of over 80% in size
#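 Compound-treated chaperonin, 25 nM final, turns over 10 uM ATP at 37°C for 30 min following a 10 min preincubation; ADP generated competes with ADP-d2 for Eu-cryptate antibody, lowering FRET.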
# Nrf2 ARE act: activators of Nrf2 (ARE) signaling; AREc32 ARE-luciferase reporter (MCF7-derived line), luminescence, 24 h; Potency, µM (doses to about 46.1 µM), for inactives: at the highest dose activation, usual class: activators; actives 0.31% (n = 410,000); AID 624171; also: potency is read from the fitted curve at half-maximal effect; % of control where 0% means no effect; nearly all actives have a fitted effect of over 65% in size
#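 Quantitative high-throughput format: AREc32 reporter cells, 1000 per well, received compound by pin transfer and were incubated 24 hr at 37 deg C, 5% CO2, before Steady-Glo luminescence detection.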
# TGFb SMAD3 inh: TGF-b pathway inhibition | HepG2 CAGA-GFP TGF-b/SMAD3 reporter, GFP fluorescence, 18 h; TGF-beta stimulated, 500 pg/mL final | actives 1.2% (n = 410,000) | Potency, µM (top dose mostly 46.1 µM), for the others: at the top dose activity, negative = inhibition, most hits filed as inhibitors; also: potency is read from the fitted curve at half-maximal effect; % is scaled to controls: 0 for no effect and ±100 for the full control effect; nearly all actives have a fitted effect of over 65% in size
#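 HEPG2 CAGA-GFP, 1000 cells/well; 2 h settle, 37 C; cpd via pin tool; TGF-b 500 pg/mL final; 18 h, 37 C; GFP imaging ex488/em500-530; %Activity normalised to -TGF-b and +DMSO controls; CRC fit, curve class.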
# * marks the source's active call; other numbers are inactive results; i = inactive; ? = inconclusive; . = no result given; & = joins results of further samples; [ ] = dose if it differs, or a comment. Unless noted, calls follow the shape of the dose curve; as a rule, active = well fitted curve in the direction sought with a large enough effect; inconclusive = small, poorly fitted or top-dose-only effect, or another doubt; inactive = no such curve, though single readings can be large; an effect the other way counts as inactive or inconclusive. These rows are one share of the data. The share of hits here may be higher or lower than overall.
SMILES,Akt phos inh,A549 viability,EPAC2 agonist,EPAC2 antag,CCT chaperon mod,Nrf2 inh,Mm-Cpn inhibitor,Nrf2 ARE act,TGFb SMAD3 inh
CC(=O)N1CCN(c2ccc(NC(=O)c3ccc(C)c([N+](=O)[O-])c3)cc2)CC1,i,2%,8%,-15%,-3.2,-26%,1%,0.5%,26%
Cc1ccc(C(=O)NCC(=O)OCC(=O)NCC(F)(F)F)cc1,i,-4%,-10%,1%,-2.9,-9%,0%,-0.1%,3%
COc1ccccc1NC(=O)N1CCCC(c2nc3c(nnn3Cc3ccc(C)cc3)c(=O)[nH]2)C1 (stereo not drawn),i,3%,5%,7%,-1.7,-15%,1%,-0.5%,0%
CC1(c2nnnn2-c2ccc3c(c2)OCCO3)CCC(=O)N1CCCn1ccnc1 (stereo not drawn),i,.,4%,-3%,-1.7,.,.,0.0%,.
Cc1ccc(CNCC2CCCO2)s1 (stereo not drawn),i,3%,7%,-6%,0.3,2%,-1%,0.0%,-1%
O=C(Oc1ccc(Br)cc1)C1CC(=O)N(c2ccc(F)cc2)C1 (stereo not drawn),i,-10%,6%,-2%,0.5,7%,0%,-0.7%,16%
COc1ccc2[nH]c(C)c(CN3CCCCC3)c(=O)c2c1,i,6%,-9%,0%,-2.3,2%,0%,0.0%,-2%
CCOc1ccc(CC(=O)Nc2c(C(N)=O)oc3ccc(Br)cc23)cc1OCC,i,5%,-10%,8%,-2.0,1%,-1%,-0.2%,2%
CCCN(CCC)CC(=O)N1CC(=O)Nc2ccccc21,i,-1%,-4%,1%,0.9,-1%,1%,-1.1%,19%
Cn1c(SCC(=O)NCc2ccc3c(c2)OCO3)nnc1-c1cc2ccccc2cc1O,.,-17%,5%,-9%,0.7,?,-3%,0.3%,0%
Cc1c(C#N)c2ncn(Cc3ccccn3)c(=O)c2n1-c1ccccc1,i,4%,-8%,-2%,-80*,17%,0%,1.8%,14%
Cn1c(NC(=O)c2ccc(F)cc2)c(-c2ccccn2)c(=O)c2ccccc21,i,-1%,5%,4%,-0.7,14%,0%,0.2%,-12%
COc1ccc(Cl)cc1Cn1c(C)c(C(=O)NCc2ccc(F)cc2)sc1=O,i,.,14%,-9%,-2.1,.,.,0.5%,14µM*
COc1ccc(CNC(=O)c2ccccc2[N+](=O)[O-])cc1,.,-5%,-2%,0%,-0.1,.,1%,0.0%,-15%
CC(=O)c1ccc(NC(=S)NC(=O)/C=C/c2ccco2)cc1,i,2%,0%,3%,-1.3,?,-4%,14%,-30%
COc1ccccc1-n1nc(C)cc1N,i,5%,11%,5%,0.6,22%,-2%,2.6%,-4%
Cc1ccsc1C(=O)N1CCC1(C)C(=O)NCCC#N (stereo not drawn),i,.,0%,6%,-2.0,.,.,0.1%,-3%
Cc1cccc(C(=O)NCC(=O)OCc2cc(=O)n3nc(C4CC4)sc3n2)c1,.,4%,.,.,.,?,.,2.4%,-21%
O=C(CN1C(=O)COc2ccc(S(=O)(=O)N3CCCCCC3)cc21)NCc1ccc(F)cc1,i,-13%&0%,17%,0%,-0.2,-11%&23%,1%,0.1%&0.9%,?
COC(=O)C1CCN(CC(=O)Nc2ccccc2Sc2ccccc2)CC1,i,-4%,19%,?,-0.4,?,?,0.2%,-5%
COc1cc(C(=O)NCC2CCCO2)ccc1OCc1ccccc1Cl (stereo not drawn),i,11%,8%,-4%,0.4,-5%,0%,0.2%,-19%
C=CCOc1c(Br)cc(/C=N/n2c(CC)n[nH]c2=S)cc1Br,i,-2%,-14%,-6%,1.3,1%,3%,4.2%,?
COc1cccc(S(=O)(=O)NCc2ccc(C(=O)Nc3ccc(C)cc3)cc2)c1,i,-1%,3%,6%,0.0,.,0%,-0.6%,0%
O=C(NCc1ccc(Cl)cc1)C1CCN(c2nnc(N3CCCC3=O)s2)CC1,i,-2%,1%,-6%,-0.2,8%,1%,-0.4%,-8%
COc1ccc(NC(=O)Nc2ccc3c(c2)C(=O)N([C@H](C)CO)C[C@H](C)[C@@H](CN(C)C(=O)Nc2ccc4c(c2)OCO4)O3)cc1,i,2%,1%,-1%,0.3,17%,1%,0.3%,-3%
CC(C)NC(=O)C1CCN(C(=O)N2CCOc3ccc(Cl)cc32)CC1,.,-3%,.,.,.,3%,.,-1.1%,0%
CCN(CC)CCNC(=O)c1ccc(-n2c(-c3ccccc3)cc3c2CCCC3)cc1,.,2%,.,.,.,?,.,11µM*,-39%
CC(C)OCCCNC(=O)c1ccc2c(c1)N(Cc1c(F)cccc1Cl)C(=O)c1ccccc1S2,.,-12%,.,.,.,?,.,4.1%,?
CC(=O)Nc1nnc(CCS(=O)(=O)c2ccc(C)c(C)c2)s1,i,14%,12%,9%[57.1 µM],1.7,2%,-3%,4.9%,-3%
Cn1c(N)nc(N)c(NC=O)c1=O,i,.,2%,5%,-1.1,.,.,0.3%,-5%
CCOC(=O)c1c(NC(=O)Cc2cccs2)sc(C(=O)NC2CCCC2)c1C,i,5%,-4%,-1%,-2.9,4%,-1%,0.3%,-18%
COc1ccc(N2C(=O)[C@H]3[C@@H](C2=O)C2c4ccccc4C=NN2[C@H]3C(=O)C(C)(C)C)cc1 (stereo partly drawn),i,7%,12%,3%,-2.8,1%,0%,0.1%,0%
COc1ccc(-c2nc(SCC(=O)Nc3ccc4c(c3)OCCO4)c(-c3ccc(C)cc3)[nH]2)cc1OC,.,?,.,.,.,-19%,.,6.2%,-25%
COc1ccc(N(CCC#N)C(=O)/C(C#N)=C\c2cccs2)cc1,i,-2%,-4%,2%,2.4,18%,-3%,0.2%,-2%
CCOc1ccc(NS(=O)(=O)c2ccc(C(=O)N3CCN(c4ncccn4)CC3)cc2)cc1,i,-21%,1%,-6%,-1.9,16µM*,-4%,2.3%,-21%
NS(=O)(=O)c1ccc(NC(=O)c2cc(Cl)ccc2Cl)cc1,i,13%,5%,2%,1.7,-24%,0%,3.1%,1%
CCn1nc(C)cc1C(=O)N1CCCC(C(=O)c2ccc3ccccc3c2)C1 (stereo not drawn),i,-16%,6%,-19%,-1.8,?,1%,-0.8%,?
COc1cc(NC(=O)c2cc(-c3ccccc3)nc3c2cnn3C(C)C)cc(OC)c1OC,i,?,12%,1%,1.4,?,-2%,-0.6%,4%
Cc1ccc(S(=O)(=O)NCCC(=O)NCCN2CCCCCC2)cc1,i,-4%,10%,-3%,-0.7,-5%,-1%,0.4%,-2%
Cc1ccc(NC(=O)C2CCC(N3C(=O)C4CCCCC4C3=O)CC2)cc1 (stereo not drawn),i,5%,11%,-7%,-2.3,?,2%,2.1%,7%

# Part of the list above, reformatted:
SMILES: COc1ccc(N(CCC#N)C(=O)/C(C#N)=C\c2cccs2)cc1
  Akt phos inh: i	A549 viability: -2%	EPAC2 agonist: -4%	EPAC2 antag: 2%	CCT chaperon mod: 2.4	Nrf2 inh: 18%	Mm-Cpn inhibitor: -3%	Nrf2 ARE act: 0.2%	TGFb SMAD3 inh: -2%
SMILES: CCOc1ccc(NS(=O)(=O)c2ccc(C(=O)N3CCN(c4ncccn4)CC3)cc2)cc1
  Akt phos inh: i	A549 viability: -21%	EPAC2 agonist: 1%	EPAC2 antag: -6%	CCT chaperon mod: -1.9	Nrf2 inh: 16µM*	Mm-Cpn inhibitor: -4%	Nrf2 ARE act: 2.3%	TGFb SMAD3 inh: -21%

# Other entries follow:
SMILES,Akt phos inh,A549 viability,EPAC2 agonist,EPAC2 antag,CCT chaperon mod,Nrf2 inh,Mm-Cpn inhibitor,Nrf2 ARE act,TGFb SMAD3 inh
CCOC(=O)C1CNc2cc(S(=O)(=O)CC)ccc2O1 (stereo not drawn),i,0%,-5%,6%,-2.5,-2%,1%,-0.6%,23%
CC(C)(C)c1ccc(S(=O)(=O)Nc2cccc(C3OCCCO3)c2)cc1,i,-2%,-3%,-13%,-1.0,?,0%,0.2%,0%
Cc1ccc(/C(O)=C2/C(=O)C(=O)N(CCCn3ccnc3)C2c2cccnc2)cc1 (stereo not drawn),i,10%,2%,0%,-3.1,7%,.,-0.4%,-8%
Cc1ccc([C@H]2C[C@@H](O)[C@H](n3cc(-c4ccc(F)cc4)nn3)CN2C(=O)c2cccs2)cc1,i,.,-3%,1%,0.9,.,.,4.3%,-16%
COc1ccc(OC)c(S(=O)(=O)N2CCCC(C)C2)c1 (stereo not drawn),i,.,-2%,10%,1.0,14%,0%,0.1%,0%
O=C(COCc1cc(-c2cccs2)on1)Nc1cccc(O)c1,.,10%,.,.,.,?,.,12%,4%
Cc1ccc(C)c(C(=O)CSc2n[nH]c(-c3ccncc3)n2)c1,i,10%,6%,-1%,1.6,?,-2%,-0.4%,-14%
Cc1nn(-c2ccccc2)c2sc(C(=O)NC3CCCCC3)cc12,i,-3%,15%,3%,0.2,-16%,0%,6.5%,3%
CCOC(=O)C1=C(CSc2nc3ccccc3s2)NC(=O)NC1c1cc(C)ccc1C (stereo not drawn),i,-6%,1%,-2%,2.7,?,-1%,5.0%,11µM*
COc1ccc(-c2cc(C(=O)OCC(=O)N3CCCCC3)c3ccccc3n2)cc1OC,i,-8%,2%,2%,-3.1,4%,-4%,7.1%,-1%

# Among those listed so far, 2 have a tert-butyl group:
SMILES,Akt phos inh,A549 viability,EPAC2 agonist,EPAC2 antag,CCT chaperon mod,Nrf2 inh,Mm-Cpn inhibitor,Nrf2 ARE act,TGFb SMAD3 inh
COc1ccc(N2C(=O)[C@H]3[C@@H](C2=O)C2c4ccccc4C=NN2[C@H]3C(=O)C(C)(C)C)cc1 (stereo partly drawn),i,7%,12%,3%,-2.8,1%,0%,0.1%,0%
CC(C)(C)c1ccc(S(=O)(=O)Nc2cccc(C3OCCCO3)c2)cc1,i,-2%,-3%,-13%,-1.0,?,0%,0.2%,0%

# Source: PubChem BioAssay (National Center for Advancing Translational Sciences (NCATS))
